Assay outcomes as filed in PubChem.
KDM4C inh: blocks human GASC-1 (KDM4C) demethylase activity; Q9H3R0; 96,000 tested, 0.15% active; GST-KDM4C 2-372, H3K9me3 peptide, LANCE TR-FRET; inhibition, % at 12.5 µM;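 active = mean replicate inhibition above about 25%, with at least 55% of replicates also reaching it, limit read from the data, passing the limit was not always enough; inconclusive = only one of those two conditions met; inactive = neither condition met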
Target sequence (Q9H3R0 2-372 limits assumed): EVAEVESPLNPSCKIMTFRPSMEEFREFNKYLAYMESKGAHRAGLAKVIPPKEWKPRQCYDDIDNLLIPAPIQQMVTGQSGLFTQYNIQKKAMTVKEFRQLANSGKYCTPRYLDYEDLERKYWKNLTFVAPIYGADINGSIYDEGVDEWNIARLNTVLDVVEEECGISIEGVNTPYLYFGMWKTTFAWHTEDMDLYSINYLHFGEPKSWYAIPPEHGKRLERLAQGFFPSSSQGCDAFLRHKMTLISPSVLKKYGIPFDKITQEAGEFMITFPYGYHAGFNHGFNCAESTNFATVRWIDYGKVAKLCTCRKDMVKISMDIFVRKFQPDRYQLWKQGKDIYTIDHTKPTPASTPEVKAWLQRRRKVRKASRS
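Test system: N-terminal GST-fused human GASC-1 (KDM4C) fragment, residues 2-372; quantity: GASC-1 enzyme at 10 nM final in reaction; dosing: single dose; schedule: 30 min demethylation and 1 h detection at room temperature; signal: LANCE TR-FRET, excitation 340 nm, emissions 618 and 671 nm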
Pf Dd2 inh: inhibitors of Plasmodium falciparum Dd2 growth; P. falciparum Dd2 growth, SYBR Green, 72 h; active compounds read low; activity change, % at 10 µM; 94,000 tested, 2.3% active; AID 1159554; in the data active = activity change below about -80%; inconclusive = no clear call, values can overlap the other calls
T cruzi growth: blocks T. cruzi growth in NIH3T3 culture | T. cruzi beta-gal in NIH3T3, GalScreen luminescence, 90 h | inhibition, % at 8.34 µM | 77,000 tested, 5.9% active;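 active = mean inhibition above about 93%, with at least 55% of replicates each passing it, limit read from the data, passing the limit was not always enough; inconclusive = only one of those two conditions holds; inactive = neither condition holds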
C diff growth: inhibitors of Clostridium difficile growth | AID 1259249 | 86,000 tested, 0.25% active | Clostridium difficile clinical isolate growth, OD600, 24 h; active compounds read low | growth activity, negative = inhibition, % at 16 µg/mL (by protocol);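 active = mean growth activity at or below -80% and every replicate also at or below -80%; inconclusive = mean at or below -80% but some replicate above -80%; inactive = mean growth activity above -80%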;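 note: 0% = DMSO wells and -100% = levofloxacin 16 µg/mL wells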
Active calls of the source: *; ? = inconclusive; nt = not tested or not shown; & = joins results of further samples.

canonical_smiles | Pf Dd2 inh | KDM4C inh | T cruzi growth | C diff growth
O=C(Nc1ccccc1)[C@H]1[C@H](CO)[C@H]2Cn3c(ccc(C4=CCCCC4)c3=O)[C@H]2N1Cc1ccccn1 | 3 | 5.8 | nt | -12
C[C@@H]1CN([C@H](C)CO)C(=O)c2cc(NC(=O)CCN3CCOCC3)ccc2O[C@@H]1CN(C)CC1CC1 | 36 | 1.1 | 41 | -4
CC(=O)N1CCCCN2[C@H](CO)[C@H](c3ccc(Br)cc3)[C@@H]2C1 | 27 | -0.1 | 31 | 7
C[C@@H]1CN([C@H](C)CO)C(=O)c2cc(N(C)C)ccc2O[C@@H]1CN(C)Cc1ccc(C(F)(F)F)cc1 | -2 | 0.6 | 27 | 1
Cc1ccc(S(=O)(=O)Nc2ccc3c(c2)CC(=O)N([C@@H](C)CO)C[C@@H](C)[C@H](CN(C)S(=O)(=O)c2ccccc2)O3)cc1 | -33 | -1.7 | 44 | -12
O=C(C[C@@H]1C[C@@H]2c3cc(NC(=O)C4CCOCC4)ccc3O[C@@H]2[C@@H](CO)O1)NC1CCCC1 | 4 | 6.7 | 5 | nt
CO[C@H]1CN(C)C(=O)c2cc(NC(=O)C3CCOCC3)ccc2OC[C@@H](C)N(C(=O)c2ccccc2)C[C@@H]1C | nt | 1.2 | -11 | nt
O=C(Nc1ccccc1)N[C@H]1CC[C@@H](CCNC(=O)c2ccccc2F)O[C@H]1CO | 4 | -1.5 | 14 | 7
C[C@H](CO)N1C[C@H](C)[C@@H](CN(C)S(=O)(=O)c2ccc(Cl)cc2)Oc2c(NC(=O)Nc3cccc4ccccc34)cccc2C1=O | 8 | -5.9 | 66 | -7
COc1ccc(NC(=O)Nc2ccc3c(c2)[C@H]2C[C@@H](CC(=O)O)O[C@@H](CO)[C@H]2O3)cc1 | 28 | 0.0 | 4 | nt
CC=Cc1ccc2n(c1=O)C[C@@H]1[C@@H](CO)[C@H](C(=O)NCCC)[C@H]2N1CC1CCCC1 (mixture of isomers) | nt | 0.5 | -128 | 2
COc1ccccc1C(=O)N1C[C@H]2[C@@H](c3ccccc31)[C@H](CO)N2Cc1ccc(F)cc1 | -16 | -2.2 | 43 | 32
C[C@@H]1CN([C@@H](C)CO)C(=O)Cc2cc(NC(=O)Cn3cnnn3)ccc2O[C@@H]1CN(C)S(=O)(=O)c1ccc(F)cc1 | 4 | 1.1 | 20 | -5
Cc1ccc(S(=O)(=O)NCC[C@@H]2CC[C@@H](NC(=O)C3CCOCC3)[C@@H](CO)O2)cc1 | 3 | -0.3 | -15 | 1
C[C@H]1CN([C@@H](C)CO)C(=O)Cc2cc(NC(=O)Nc3ccc(C(F)(F)F)cc3)ccc2O[C@H]1CN(C)S(=O)(=O)c1ccccc1 | -16 | nt | 61 | 15
Cn1cnc(S(=O)(=O)N[C@@H]2C=C[C@H](CC(=O)Nc3ccc(-c4ccccc4)cc3)O[C@@H]2CO)c1 | -15 | 5.6 | -9 | nt
O=C(Cc1ccccn1)NCC[C@@H]1CC[C@@H](NS(=O)(=O)c2ccccc2)[C@H](CO)O1 | 7 | 0.1 | 3 | -1
C[C@@H](O)C#Cc1ccc([C@H]2[C@@H](CO)N3CCCCN(S(=O)(=O)c4ccccc4)C[C@H]23)cc1 | 3 | 2.5 | 90 | -5
CCCC(=O)Nc1ccc2c(c1)C(=O)N(C)C[C@H](OC)[C@@H](C)CN(C(=O)c1ccccn1)[C@H](C)CO2 | -4 | 0.7 | -26 | nt
CC(C)NC(=O)N(C)C[C@H]1Oc2ccc(NS(=O)(=O)c3ccccc3)cc2C(=O)N([C@@H](C)CO)C[C@H]1C | -10 | 0.6 | -3 | 4

Entries above that have an aryl methoxy group, in the order listed:
canonical_smiles | Pf Dd2 inh | KDM4C inh | T cruzi growth | C diff growth
COc1ccc(NC(=O)Nc2ccc3c(c2)[C@H]2C[C@@H](CC(=O)O)O[C@@H](CO)[C@H]2O3)cc1 | 28 | 0.0 | 4 | nt
COc1ccccc1C(=O)N1C[C@H]2[C@@H](c3ccccc31)[C@H](CO)N2Cc1ccc(F)cc1 | -16 | -2.2 | 43 | 32

The list continues.
canonical_smiles | Pf Dd2 inh | KDM4C inh | T cruzi growth | C diff growth
C[C@@H]1CCCCO[C@H](CN(C)Cc2ccc(C(=O)O)cc2)[C@@H](C)CN([C@@H](C)CO)C(=O)c2cc(NC(=O)NC3CCCCC3)ccc2O1 | 40 | -1.1 | -21 | -2
C[C@@H]1CCCCO[C@@H](CN(C)S(=O)(=O)c2cn(C)cn2)[C@H](C)CN([C@@H](C)CO)C(=O)c2cc(NC(=O)Nc3ccc4c(c3)OCO4)ccc2O1 | 25 | 0.8 | 35 | 1
C[C@H]1CN([C@@H](C)CO)C(=O)c2cc(C#CCN(C)C)cnc2O[C@@H]1CN(C)Cc1ccc(F)cc1 | -27 | 3.5 | 26 | -2
COc1cccc(NC(=O)N(C)C[C@@H]2Oc3ncc(C#Cc4ccccc4)cc3C(=O)N([C@H](C)CO)C[C@H]2C)c1 | -45 | nt | 121* | 1
O=C(C[C@@H]1CC[C@@H]2[C@H](COC[C@H](O)CN2C(=O)Nc2ccccc2)O1)NCc1ccncn1 | nt | -1.3 | -31 | 1&-8
COc1ccc(NC(=O)Nc2ccc3c(c2)CC(=O)N([C@H](C)CO)C[C@@H](C)[C@H](CN(C)C(=O)Nc2ccc(F)cc2)O3)cc1 | 10 | -1.5 | 40 | 0
COc1ccc(CNC(=O)C[C@H]2CC[C@H](NC(=O)c3cccc(F)c3)[C@@H](CO)O2)cc1 | 17 | -0.3 | 36 | nt
O=C(Nc1ccccc1)N1CCCCN2[C@H](CO)[C@@H](c3ccc(-c4ccncc4)cc3)[C@@H]2C1 | 1 | -0.5 | 71 | 4
O=C(C[C@@H]1CC[C@H]2[C@@H](COC[C@H](O)CN2C(=O)c2ccccn2)O1)N1CCN(c2ccccc2)CC1 | 7 | 2.7 | -3 | nt
O=C(C[C@@H]1CC[C@@H]2[C@H](COC[C@@H](O)CN2Cc2ccc(F)cc2)O1)NCc1ccccc1Cl | -24 | 2.3 | 14 | 5
CCCN1C[C@@H](C)[C@H](OC)CN(C)C(=O)c2cc(NC(=O)c3ccc4c(c3)OCO4)ccc2OC[C@H]1C | -47 | 0.5 | -13 | 0
C[C@H]1CN([C@@H](C)CO)C(=O)c2cccc(NS(=O)(=O)c3cn(C)cn3)c2O[C@@H]1CN(C)C | 9 | 0.1 | 5 | 1
CCCC(=O)Nc1ccc2c(c1)OC[C@H](C)N(C(=O)C1CCCC1)C[C@@H](C)[C@@H](OC)CN(C)C2=O | -6 | 0.5 | -24 | nt
CC(C)C#Cc1cnc2c(c1)C(=O)N([C@H](C)CO)C[C@@H](C)[C@H](CN(C)C(=O)Nc1ccc(F)cc1)O2 | -41 | 0.9 | 63 | -3
N#C[C@@H]1[C@@H](c2ccccc2-c2ccccc2F)[C@H](CO)N1C(=O)C1CCC1 | -3 | 1.0 | nt | 26
COc1ccc(CN(C)C[C@H]2Oc3ccc(NC(=O)Nc4c(C)noc4C)cc3CC(=O)N([C@H](C)CO)C[C@@H]2C)cc1 | 42 | -0.8 | nt | 1
C[C@H]1CN([C@@H](C)CO)C(=O)c2ccccc2-c2ccccc2CO[C@H]1CN(C)Cc1cccc(F)c1 | -29 | -0.4 | 75 | 2
COc1cccc(CNC(=O)C[C@H]2C=C[C@@H](NC(=O)C3CCC3)[C@H](CO)O2)c1 | 29 | -1.7 | -33 | nt
O=C(Nc1ccccc1F)N1C[C@H]2[C@@H](c3ccccc31)[C@H](CO)N2C(=O)C1CC1 | 0 | -0.3 | -7 | -5
C[C@@H]1CN([C@H](C)CO)C(=O)c2cc(-c3cncnc3)cnc2O[C@H]1CN(C)C(=O)Cc1ccccn1 | nt | -1.5 | -18 | 5
CCN(C[C@@H]1[C@@H](c2ccc(C3=CCCC3)cc2)[C@@H](CO)N1C(C)=O)C(C)=O | 1 | 4.6 | -6 | -3
O=C(C[C@@H]1C[C@H]2c3cc(NC(=O)C4CCC4)ccc3O[C@H]2[C@H](CO)O1)NCc1ccc(Cl)cc1 | -15 | 1.5 | -24 | -4
CN1C[C@@H](O)COC[C@@H]2O[C@H](CC(=O)NC3CCCC3)CC[C@H]21 | -1 | 0.5 | -3 | 0
C[C@@H]1CN([C@@H](C)CO)C(=O)c2cc(C#Cc3cccc(F)c3)cnc2O[C@@H]1CN(C)Cc1ccccn1 | -19 | 4.5 | 44 | -3
COc1ccc2c3c([nH]c2c1)[C@@H](CO)N(C(=O)C1CC1)CC31CCN(Cc2nccs2)CC1 | -27 | -0.9 | nt | -7
COc1ccc(-c2ccc([C@@H]3[C@@H](CO)N4C(=O)CN(Cc5ccccc5)C[C@H]34)cc2)cc1 | -62 | -2.7 | nt | 4
C[C@@H]1CN([C@@H](C)CO)S(=O)(=O)c2ccc(C3=CCCC3)cc2O[C@H]1CN(C)C(=O)C1CCCCC1 | -22 | -0.7 | ? | -13
CCCC#Cc1cnc2c(c1)C(=O)N([C@@H](C)CO)C[C@@H](C)[C@H](CN(C)C(=O)CN1CCOCC1)O2 | 4 | 2.5 | 24 | 2
CN(C)CC#Cc1ccc([C@@H]2[C@H](CO)N3C(=O)CN(C(=O)c4ccc(F)cc4)C[C@@H]23)cc1 | 28 | 3.7 | nt | 0
O=C(c1cccnc1)N1C[C@H]2[C@@H](c3ccccc31)[C@H](CO)N2C(=O)Nc1ccccc1Cl | -14 | 0.9 | 6 | 3
O=C(C[C@H]1C[C@@H]2c3cc(NC(=O)NC4CCCC4)ccc3O[C@@H]2[C@@H](CO)O1)NC1CCCC1 | -20 | 2.2 | 9 | nt
C[C@H]1CCCCO[C@H](CN(C)Cc2ccc(C(F)(F)F)cc2)[C@@H](C)CN([C@@H](C)CO)C(=O)c2cc(NC(=O)NC3CCCCC3)ccc2O1 | 5 | 0.4 | 64 | 4
COc1ccc(NC(=O)Nc2ccc3c(c2)C(=O)N(C)C[C@@H](OC)[C@H](C)CN[C@H](C)CO3)cc1 | 1 | 0.9 | -39 | -12
C[C@H]1CCCCO[C@@H](CN(C)C(=O)c2ccccc2)[C@@H](C)CN([C@@H](C)CO)C(=O)c2cc(NC(=O)c3ccncc3)ccc2O1 | -40 | 0.9 | 20 | nt
COc1cccc(S(=O)(=O)N(C)C[C@H]2OCc3ccccc3-c3ccccc3C(=O)N([C@@H](C)CO)C[C@@H]2C)c1 | -1 | -1.7 | 74 | -11
C[C@@H]1CN([C@H](C)CO)C(=O)Cc2cc(NC(=O)Cc3cn(C)c4ccccc34)ccc2O[C@H]1CN(C)Cc1ccc(-c2ccccc2)cc1 | -18 | 1.9 | 83 | 2
C[C@H](CO)N1C[C@H](C)[C@@H](CN(C)Cc2cccc(F)c2)Oc2cc(-c3ccccc3)ccc2S1(=O)=O | -67 | 0.4 | 107* | 13
C[C@H](CO)N1C[C@H](C)[C@@H](CN(C)Cc2ccc(Cl)c(Cl)c2)Oc2c(NC(=O)Nc3ccc(F)cc3)cccc2C1=O | -14 | 2.9 | 4 | nt
CCCNC(=O)[C@H]1[C@H](CO)[C@H]2Cn3c(ccc(C4=CCCC4)c3=O)[C@@H]1N2C(=O)CC | nt | 1.2 | 45 | 2
O=C(C[C@H]1CC[C@H]2[C@@H](COC[C@@H](O)CN2Cc2ccc(Cl)cc2)O1)NCc1ccccc1Cl | -3 | 0.8 | 41 | -5

Limited to C diff growth, Pf Dd2 inh and KDM4C inh, for some of the entries so far:
mol	C diff growth	Pf Dd2 inh	KDM4C inh
C[C@@H]1CN([C@H](C)CO)C(=O)c2cc(-c3cncnc3)cnc2O[C@H]1CN(C)C(=O)Cc1ccccn1	5	nt	-1.5
CCN(C[C@@H]1[C@@H](c2ccc(C3=CCCC3)cc2)[C@@H](CO)N1C(C)=O)C(C)=O	-3	1	4.6
O=C(C[C@@H]1C[C@H]2c3cc(NC(=O)C4CCC4)ccc3O[C@H]2[C@H](CO)O1)NCc1ccc(Cl)cc1	-4	-15	1.5

Later entries:
canonical_smiles | Pf Dd2 inh | KDM4C inh | T cruzi growth | C diff growth
C[C@@H]1CN([C@H](C)CO)S(=O)(=O)c2ccc(/C=C/c3ccccc3)cc2O[C@@H]1CN(C)C(=O)NC1CCCC1 | -39 | -0.7 | 82 | 10
CNC[C@H]1OCCCC[C@@H](C)Oc2ccc(NC(=O)c3ccncc3)cc2C(=O)N([C@@H](C)CO)C[C@H]1C | -9 | -1.3 | 58 | 2
Cc1noc(C)c1NC(=O)Nc1ccc2c(c1)CC(=O)N([C@H](C)CO)C[C@H](C)[C@@H](CN(C)S(=O)(=O)c1cn(C)cn1)O2 | 12 | -0.7 | 21 | -4
C[C@H]1CN([C@@H](C)CO)C(=O)c2cc(C#Cc3cccnc3)cnc2O[C@@H]1CN(C)Cc1ccccc1 | -57 | -3.1 | 91 | nt
